Screens deposited in PubChem by several laboratories.
KCNK3 inh: human KCNK3 channel inhibition, primary screen; O14649; CHO-KCNK3 thallium flux, FluxOR fluorescence; active compounds read low; B-score at 10 µM; 0.84% of 340,000 active;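 active means B-score under library mean minus 4 SD, starting fluorescence ratio at most library mean plus 5 SD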;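 further: more negative B-score means stronger inhibition of thallium flux through KCNK3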
Target sequence (O14649 whole entry, looked up): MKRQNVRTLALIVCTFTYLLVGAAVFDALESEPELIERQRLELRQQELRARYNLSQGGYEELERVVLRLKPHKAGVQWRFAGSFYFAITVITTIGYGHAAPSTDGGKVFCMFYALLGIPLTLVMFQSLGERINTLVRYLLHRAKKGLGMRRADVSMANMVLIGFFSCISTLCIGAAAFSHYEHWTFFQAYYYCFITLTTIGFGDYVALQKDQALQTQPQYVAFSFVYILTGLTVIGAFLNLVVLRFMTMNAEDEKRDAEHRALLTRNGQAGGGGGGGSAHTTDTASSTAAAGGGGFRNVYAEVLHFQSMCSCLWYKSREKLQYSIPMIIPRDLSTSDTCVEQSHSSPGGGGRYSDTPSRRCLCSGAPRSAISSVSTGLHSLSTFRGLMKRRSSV
HDAC3 inh: human HDAC3 inhibition; recombinant HDAC3, fluorogenic peptide/trypsin coupled, fluorescence; 0.15% of 320,000 active; O15379; inhibition, % at 8.3 µM; in the data active means inhibition above about 26%, passing the limit was not always enough; inconclusive means no clear call, values can overlap the other calls
Target sequence (O15379 whole entry, looked up): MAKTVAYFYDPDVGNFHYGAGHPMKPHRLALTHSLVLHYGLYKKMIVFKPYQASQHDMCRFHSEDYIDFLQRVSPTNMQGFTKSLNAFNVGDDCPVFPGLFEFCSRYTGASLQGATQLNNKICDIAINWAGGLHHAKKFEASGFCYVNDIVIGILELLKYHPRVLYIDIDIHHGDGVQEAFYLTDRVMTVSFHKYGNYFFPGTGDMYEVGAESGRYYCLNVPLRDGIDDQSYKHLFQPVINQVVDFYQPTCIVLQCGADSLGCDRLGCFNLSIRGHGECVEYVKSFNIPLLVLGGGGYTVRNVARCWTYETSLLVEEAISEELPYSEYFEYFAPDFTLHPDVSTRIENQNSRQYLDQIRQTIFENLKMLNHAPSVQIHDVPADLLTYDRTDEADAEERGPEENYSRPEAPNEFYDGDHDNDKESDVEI
ANO1 activ: mouse TMEM16A channel activation, primary screen; Q8BHY3; HEK293 TMEM16A/YFP-H148Q/I152L, iodide quench fluorescence; active compounds read low; B-score at 10 µM; 0.3% of 340,000 active;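 active means fluorescence-ratio B-score plate-corrected deviation score at least 3 library SD below zero, with starting fluorescence score within 5 deviations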;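 further: channel opened by trigger with iodide after compound preincubation; score built on the fluorescence ratio of max minus min over baseline; more negative score means more quench and so TMEM16A activation or potentiation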
* = called active by the depositor; i = inactive; ? = inconclusive.

Every second line gives: KCNK3 inh, HDAC3 inh, ANO1 activ
> CC1CCC(NC(=O)c2cc(C3CC3)nn2-c2ccccc2)CC1 (stereo not drawn)
→ i, 7, i
> O=C(Nc1cccc(S(=O)(=O)NCc2ccco2)c1)c1cccc(Cl)c1
→ i, 9, i
> CC(=O)C[C@H](O)CC(=O)[C@@H]1OC(=O)CCCCCCCCc2ccccc21
→ i, -3, i
> O=C1CCN(Cc2ccccc2)C=C1c1ccc(Cl)cc1
→ i, 5, i
> CCOc1ccc(S(=O)(=O)NCCC(=O)N2CCN(c3ncccn3)CC2)cc1
→ i, 14, i
> Cc1ccccc1C(=O)N[C@H](C(=O)OCC(=O)NC1CC1)C(C)C
→ i, 0, i
> CCOc1ncccc1C(=O)OCC(=O)NCCc1ccc(S(N)(=O)=O)cc1
→ i, -2, i
> COc1ccccc1CN(C)C(=O)CN1CCN(S(=O)(=O)c2ccc3c(c2)OCCCO3)CC1
→ i, 4, i
> Cc1cnc(NC(=O)c2ccc(F)c(S(=O)(=O)N3CCOCC3)c2)s1
→ i, 1, i
> CN(CC(=O)Nc1cccc(S(=O)(=O)N2CCCCC2)c1)Cc1ccc(F)cc1
→ i, -5, i
> CC(C)Oc1ccc(C(=O)NCC(=O)Nc2ccc3c(c2)CCC3)cc1
→ i, -8, i
> CSc1ncccc1C(=O)OCC(=O)Nc1ccc(Cl)cn1
→ i, 0, i
> COc1cccc(CC(=O)Nc2cc(S(=O)(=O)N3CCCCC3)ccc2C)c1
→ i, 3, i
> CCOc1cc(C(=O)OCc2cc(=O)n3c(C)csc3n2)ccc1OC
→ i, 0, i
> Cc1ccccc1-n1nnnc1SCC(=O)NNC(=O)c1ccc(NC(=O)CC#N)cc1
→ i, 3, i
> O=C(COC(=O)COc1ccccc1)NCc1ccc2c(c1)OCO2
→ i, -12, i
> C[C@H](CO)N1C[C@H](C)[C@@H](CN(C)S(=O)(=O)c2ccccc2)Oc2ccc(NC(=O)CCN3CCOCC3)cc2C1=O
→ i, 2, i
> Cc1cc(C)n2nc(SCC(=O)NC(=O)c3ccccc3)nc2n1
→ i, 9, i
> CCN(CC)S(=O)(=O)c1cccc(NC(=O)COC(=O)C2=COCCO2)c1
→ i, -1, i
> CCC(C(=O)Nc1ccc(N2CCOCC2)c(S(=O)(=O)Nc2ccccc2OC)c1)c1ccccc1 (stereo not drawn)
→ i, 9, i
> CC(=O)[C@@]1(O)CCC2C3CC[C@H]4C[C@@H](O)CC[C@]4(C)C3CC[C@@]21C (stereo partly drawn)
→ i, 1, i
> CC(C)c1cccc(C(C)C)c1NC(=O)CCN1C(=O)NC2(CCCC2)C1=O
→ i, -3, i
> COc1cccc(NC(=O)CN(C)C(=O)c2cccc(S(=O)(=O)Nc3ccccc3OC)c2)c1
→ i, -3, i
> O=C(COC(=O)c1ccco1)Nc1cccc(S(=O)(=O)N2CCCCC2)c1
→ i, -10, i
> COc1ccc(C(=O)NCCc2ccccn2)cc1S(=O)(=O)Nc1ccc(Br)cc1
→ i, -3, i
> O=C(NC1CCC(O)CC1)c1ccc(Br)o1 (stereo not drawn)
→ i, -7, i
> O=C(/C=C/c1ccc([N+](=O)[O-])cc1)Nc1cccc(S(=O)(=O)NC2=NCCCCC2)c1
→ i, 10, i
> O=C(COC(=O)c1ccc2c(c1)OCCO2)NC1CCCCC1
→ i, 2, i
> COc1ccc(CC(=O)OCC(=O)N2CCN(S(=O)(=O)c3ccc(C)cc3C)CC2)cc1
→ i, 3, i
> O=C(CSc1n[nH]c(=O)[nH]c1=O)Nc1ccc(Br)cc1Br
→ i, -8, i
> CCCCN(C(=O)C1CCCO1)c1c(N)n(CCC)c(=O)[nH]c1=O (stereo not drawn)
→ i, 1, i
> CC1CCN(C(=O)c2[nH]cnc2C(=O)N[C@@H](C)c2ccccc2)CC1
→ i, -2, i
> O=C(OCc1cc(=O)n2ccsc2n1)C1(c2ccc(Cl)cc2)CC1
→ i, 2, i
> COc1ccc2c(c1)c1c(n2C)[C@@H]2CC=C(CO)[C@@H](C1)N2C
→ i, -2, i
> Cc1cccc(NS(=O)(=O)c2cccc(C(=O)N3CCN(C/C=C/c4ccccc4)CC3)c2)c1
→ i, 11, i
> O=C(Nc1cccc(Cl)c1)c1nc[nH]c1C(=O)NCCCNC(=O)c1[nH]cnc1C(=O)Nc1cccc(Cl)c1
→ i, 3, i
> N#CCCN(C(=O)COC(=O)c1ccc2c(c1)OCCO2)c1ccccc1
→ i, 0, i
> Cc1ccc(S(=O)(=O)NC2CCSC2=O)cc1C (stereo not drawn)
→ i, 2, i
> O=C(CN(Cc1ccco1)Cc1cccs1)N1CCN(S(=O)(=O)c2cccc(F)c2)CC1
→ i, 9, i
> COc1ccc(C(=O)N2CCN(c3ccccc3Cl)CC2)cc1S(=O)(=O)NC1CC1
→ i, -5, i
> CCOC(=O)N1CCC(NCCNC(=O)c2ccc(F)c(F)c2)CC1
→ i, 3, i
> O=C(COC(=O)c1cccnc1Cl)c1ccc(Cl)s1
→ i, 5, i
> O=C(CCNC(=O)c1ccc([N+](=O)[O-])cc1)Nc1cccc(S(=O)(=O)N2CCOCC2)c1
→ i, 1, i
> CC1(C)CC(=O)C=C(c2ccc(Oc3ccccc3)cc2)C1
→ i, -6, i
> COc1ccc(NS(=O)(=O)c2cc(NC(=O)c3ccccc3)ccc2N2CCOCC2)cc1
→ i, 4, i
> O=C(CNS(=O)(=O)c1ccc(Cl)c(C(F)(F)F)c1)NC1CCCCCC1
→ i, 10, i
> CN(C)S(=O)(=O)c1cccc(NC(=O)C2CCN(S(=O)(=O)c3cccs3)CC2)c1
→ i, ?, i
> CC(NS(=O)(=O)c1cccc(C(=O)NCc2ccncc2)c1)c1ccccc1 (stereo not drawn)
→ i, -5, i
> O=C(COC(=O)CNC(=O)C1CCCCC1)NCc1ccc(Cl)cc1
→ i, 3, i
> C=CCC[C@H](Cc1ccc(F)cc1)C(=O)OC[C@@H](C)NC(=O)[C@@H](CC=C)CC(=O)N[C@H](CO)Cc1ccccc1
→ i, 8, i
> C[C@H](CO)N1C[C@H](C)[C@H](CN(C)S(C)(=O)=O)Oc2c(cccc2N(C)C)C1=O
→ i, -6, i
> O=C(c1cc(C2CC2)nn1-c1ccccc1)N1CCN(Cc2c(F)cccc2Cl)CC1
→ i, 2, i
> O=C(CCC(=O)N1CCOCC1)NCc1cccc(C(F)(F)F)c1
→ i, 3, i
> CCC(CO)Oc1cc(NCc2ccccc2O)c2ncn(C(C)C)c2c1 (stereo not drawn)
→ i, 9, i
> CN(CC(=O)NCc1ccco1)CC(=O)Nc1ccc(F)c(F)c1F
→ i, -5, i
> Cn1ccc(NC(=O)c2ccc(Cl)cc2Cl)n1
→ i, 8, i
> COc1cccc(CC(=O)OCC(=O)NC2(C#N)CCCC2)c1
→ i, -4, i
> COc1ccc(CC(=O)OCC(=O)c2ccc(OC)c(OC)c2)cc1
→ i, -5, i
> O=C1N[C@@H](Cc2ccccc2)COC(=O)[C@@H](Cc2ccc(F)cc2)CC/C=C/C[C@@H]1CC(=O)N(CCO)Cc1ccccc1
→ i, 9, i
> CC(C)(C)c1ccc(C(=O)NCCC(=O)NC2=NCCS2)cc1
→ i, 7, i

New compounds follow.
Every second line gives: KCNK3 inh, HDAC3 inh, ANO1 activ
> Cc1ccc(SCC(=O)OC(C)C(=O)NC2CCCCC2C)c(C)c1 (stereo not drawn)
→ i, 6, i
> Cc1ccc(NS(=O)(=O)c2ccc3c(c2)CC(=O)N3)cc1F
→ i, -2, i
> CC(=O)Nc1ccc(NC(=O)COC(=O)c2cc(S(=O)(=O)N3CCCC3)ccc2O)cc1
→ i, -4, i
> CCc1cccc(NC(=O)CCCN2C(=O)NC(C)(C)C2=O)c1
→ i, 0, i
> N#CCN(C(=O)COC(=O)CCCNC(=O)c1ccc(Cl)cc1)c1ccccc1
→ i, 0, i
> COc1ccc(COC(=O)C2CCN(S(=O)(=O)c3ccc(OC)c(OC)c3)CC2)cc1
→ i, 4, i
> O=C(Nc1cccc(S(=O)(=O)N2CCOCC2)c1)C1CC(=O)N(c2ccc3c(c2)OCCO3)C1 (stereo not drawn)
→ i, -3, i
> CN(CC(=O)Nc1ccccc1C(=O)NC1CC1)Cc1ccc(N(C)C)cc1
→ i, -3, i
> COc1cc(C(C)=O)ccc1OCC(=O)NCC(c1ccc(F)cc1)N1CCOCC1 (stereo not drawn)
→ i, 1, i
> COc1ccccc1C(=O)NCCC(=O)N(C)Cc1cccnc1
→ i, -1, i
> CCCCCCN[C@H]1CCC2C3CC=C4C[C@@H](O)CC[C@]4(C)C3CC[C@@]21C (stereo partly drawn)
→ i, 7, i
> CCN1CCN(S(=O)(=O)c2ccc(Cl)c(C(=O)NC3CC3)c2)CC1
→ i, 6, i
> O=C(CN1C(=O)NC2(CCCCCC2)C1=O)Nc1ccc(Cl)c([N+](=O)[O-])c1
→ i, 0, i
> Cc1cc(NC(=O)COC(=O)c2ccc([N+](=O)[O-])cc2Cl)no1
→ i, 3, i
> CC(C)(C)OC(=O)N[C@H](/C=C/c1ccccc1)C(=O)OC(C)(C)C
→ i, 3, i
> CCC(=O)c1ccc(OCC(=O)N2CCN(S(=O)(=O)c3ccc(Cl)s3)CC2)cc1
→ i, 7, i
> COC(=O)C1=C(C)NC(=S)NC1c1ccc(OCC(=O)N2CC(C)OC(C)C2)c(OC)c1 (stereo not drawn)
→ i, 9, i
> Cc1cccc(C(=O)OCC(=O)Nc2ccccc2C(=O)NC2CC2)c1
→ i, -8, i
> O=C(NCc1ccccc1CN1CCCC1)c1cccc(S(=O)(=O)N2CCOCC2)c1
→ i, 4, i
> CCOc1ccc(NC(=O)C(C)NC(=O)c2ccccc2Cl)cc1S(=O)(=O)N1CCCC1 (stereo not drawn)
→ i, 1, i
> O=C1NC[C@@H](c2ccccc2)OC(=O)[C@H](Cc2ccc(F)cc2)C/C=C\C[C@@H]1CC(=O)N(CCO)Cc1ccccc1
→ i, 3, i
> Cc1cnc(C(=O)OCC(=O)Nc2cc(Cl)ccc2C#N)cn1
→ i, 4, i
> Cc1ccc(S(=O)(=O)CCC(=O)OCC(=O)NC(C)c2ccccc2)cc1 (stereo not drawn)
→ i, -2, i
> CN(CC(=O)Nc1ccccc1C(=O)NC1CC1)Cc1ccco1
→ i, -1, i
> CN(C(=O)COC(=O)C12CC3CC(CC(Cl)(C3)C1)C2)c1ccccc1
→ i, 3, i
> CC(C)(C)OC(=O)C[C@H]1C/C=C\C[C@H](CC(=O)N(CCO)Cc2ccccc2)C(=O)N[C@H](C(C)(C)C)COC1=O
→ i, 9, i
> Nc1nc(-c2ccc(S(=O)(=O)N3CCCCC3)cc2)cs1
→ i, -7, i
> COc1cc(C(=O)N2CCN(c3ccccc3O)CC2)ccc1OCC(=O)N1CCOCC1
→ i, -3, i
> CCOc1ccc(CCNC(=O)CCC(=O)c2cccs2)cc1OCC
→ i, 0, i
> COc1ccc(NS(=O)(=O)c2cc(NC(=O)c3ccc(=O)[nH]c3)ccc2C)cc1
→ i, 9, i
> O=CC(=O)c1ccccc1
→ i, 0, i
> O=C(COC(=O)c1ccccc1O)NCc1ccco1
→ i, 6, i
> COc1cccc(NC(=O)COC(=O)c2c(C)nn(-c3ccccc3)c2C)c1
→ i, 7, i
> CCN(C(=O)COC(=O)/C=C/c1ccco1)c1c(N)n(Cc2ccccc2)c(=O)[nH]c1=O
→ i, 7, i
> Cc1nc(SCc2nc3ccccc3[nH]2)c2oc3cc(Br)ccc3c2n1
→ i, -7, i
> Cc1cc2c(c(C)c1CCO[C@@H]1O[C@H](CO)[C@@H](O)[C@H](O)[C@H]1O)C(=O)[C@@H](C)[C@@H]2O
→ i, 3, i
> COc1ccc(C(=O)COC(=O)c2sc(C)nc2C)cc1F
→ i, -1, i
> O=[N+]([O-])c1ccccc1S(=O)(=O)N/C(=N/S(=O)(=O)c1ccccc1)c1ccccc1
→ i, 0, i
> COc1ccc(-c2cc(C(=O)OCC(=O)NC3CC3)c3ccccc3n2)cc1
→ i, 1, i
> Cc1cc(Cl)ccc1NC(=O)CN(C)C1=NS(=O)(=O)c2ccccc21
→ i, -6, i
> COc1ccc(C(=O)OCC(=O)c2c[nH]c3ccccc23)cc1OC
→ i, -1, i
> O=C1OC[C@H]2CCCN2C(=O)[C@@H](CC(=O)N(CCO)Cc2ccccc2)C/C=C\CC[C@@H]1Cc1ccc(F)cc1
→ i, 7, i
> CC(Oc1cccc(Br)c1)C(=O)Nc1cccc(S(=O)(=O)N2CCOCC2)c1 (stereo not drawn)
→ i, 9, i
> COC(=O)[C@]1(C)N[C@H](CN(C)C(=O)NC(C)C)[C@@H]2C(=O)N(C)C(=O)[C@@H]21
→ i, -6, i
> CCN(c1ccccc1)S(=O)(=O)c1ccc(OC)c(NC(=O)Cc2ccc(OC)c(OC)c2)c1
→ i, 6, i
> Cc1cc(C)cc(C(=O)NCC(=O)OCN2C(=O)c3ccccc3C2=O)c1
→ i, -1, i
> Cc1ccc(C(=O)NCC(=O)OC(C)C(=O)Nc2ccccc2[N+](=O)[O-])s1 (stereo not drawn)
→ i, -5, i

Structures above containing a nitro group on carbon (6):
Every second line gives: KCNK3 inh, HDAC3 inh, ANO1 activ
> O=C(/C=C/c1ccc([N+](=O)[O-])cc1)Nc1cccc(S(=O)(=O)NC2=NCCCCC2)c1
→ i, 10, i
> O=C(CCNC(=O)c1ccc([N+](=O)[O-])cc1)Nc1cccc(S(=O)(=O)N2CCOCC2)c1
→ i, 1, i
> O=C(CN1C(=O)NC2(CCCCCC2)C1=O)Nc1ccc(Cl)c([N+](=O)[O-])c1
→ i, 0, i
> Cc1cc(NC(=O)COC(=O)c2ccc([N+](=O)[O-])cc2Cl)no1
→ i, 3, i
> O=[N+]([O-])c1ccccc1S(=O)(=O)N/C(=N/S(=O)(=O)c1ccccc1)c1ccccc1
→ i, 0, i
> Cc1ccc(C(=O)NCC(=O)OC(C)C(=O)Nc2ccccc2[N+](=O)[O-])s1 (stereo not drawn)
→ i, -5, i

Not all compounds are listed; the hit share may differ from the screen's.
